ROCK2 inh – inhibitors of human Rho kinase 2; 0.35% of 60,000 active; purified ROCK2, Kinase-Glo ATP depletion luminescence; inhibition, % at 6 µM; O75116; AID 604;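 active = inhibition above the screen-wide mean inhibition plus 3 SD, cut at about 18% in these data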;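 note: plate controls were DMSO wells for no effect and Y-27632 control wells after no-enzyme background subtraction for full effect; many of its hits are not listed in these tables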
AP ELISA ortho – alternative pathway complement inhibition, orthogonal assay; Human serum alternative complement pathway, LPS-coated ELISA, C3 deposition; tested in compound mixtures; inhibition, % at 5 µM; 0.08% of 62,000 active; AID 1235;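 active = inhibition above 30% in each of the two pooled mixtures holding the compound, so the lower value exceeds 30%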;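 note: 0% = serum in Mg-EGTA without compound and 100% = EDTA serum blank; some compounds past the cut are filed as inactive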
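Test system – human serum alternative complement pathway, C3 deposition on LPS-coated wells · Buffer or medium – diluted human serum in Mg2+-EGTA GVB++ · Compound dosing – 5 µM each compound, pools of ten, 50 µM per pool · Schedule – 1 h serum-compound exposure at 37 °C · Measured by – Anti-C3 ELISA, OD 450 nm · Read-out basis – percent inhibition of C3 deposition onto LPS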
CatS inh – human cathepsin S inhibition | P25774 | recombinant cathepsin S, AMC dipeptide fluorescence, pooled mixtures | inhibition, %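 (tested at 5 µM per compound within 10-compound mixtures)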 | 0.06% of 62,000 active; in the data active = inhibition above about 32%, passing the limit was not always enough;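 note: 0% = enzyme without compound and 100% = blank without enzyme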
RORa activator – RORA (human) activation. P35398. CHO-K1 Gal4-RORA LBD luciferase reporter, luminescence; percent increase over mock-subtracted basal signal. activation, % at 10 µM. 1.5% of 65,000 active;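 active = activation above the mean of all tested compounds plus 3 SD, cut at about 49% in these data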;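 note: 0% = DMSO-treated RORA cells and 100% = added signal equal to DMSO minus mock-transfected cells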
JNK3 blocker – blocks human JNK3 kinase activity. purified JNK3 kinase activity, HTS. 0.61% of 60,000 active. P53779. inhibition, % at 8 µM; in the data active = inhibition above about 17%;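 note: 0% = DMSO and 100% = reference inhibitor; many of its hits are not listed in these tables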
E coli RNAP – blocks E. coli RNA polymerase transcription; inhibition, %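 (tested at 10 µM)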; fluorescence transcription assay; P0A8V2; 0.2% of 62,000 active; in the data active = inhibition above about 20%;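 note: 0% = enzyme without compound and 100% = no enzyme blank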
Target sequence (P0A8V2 whole entry, looked up): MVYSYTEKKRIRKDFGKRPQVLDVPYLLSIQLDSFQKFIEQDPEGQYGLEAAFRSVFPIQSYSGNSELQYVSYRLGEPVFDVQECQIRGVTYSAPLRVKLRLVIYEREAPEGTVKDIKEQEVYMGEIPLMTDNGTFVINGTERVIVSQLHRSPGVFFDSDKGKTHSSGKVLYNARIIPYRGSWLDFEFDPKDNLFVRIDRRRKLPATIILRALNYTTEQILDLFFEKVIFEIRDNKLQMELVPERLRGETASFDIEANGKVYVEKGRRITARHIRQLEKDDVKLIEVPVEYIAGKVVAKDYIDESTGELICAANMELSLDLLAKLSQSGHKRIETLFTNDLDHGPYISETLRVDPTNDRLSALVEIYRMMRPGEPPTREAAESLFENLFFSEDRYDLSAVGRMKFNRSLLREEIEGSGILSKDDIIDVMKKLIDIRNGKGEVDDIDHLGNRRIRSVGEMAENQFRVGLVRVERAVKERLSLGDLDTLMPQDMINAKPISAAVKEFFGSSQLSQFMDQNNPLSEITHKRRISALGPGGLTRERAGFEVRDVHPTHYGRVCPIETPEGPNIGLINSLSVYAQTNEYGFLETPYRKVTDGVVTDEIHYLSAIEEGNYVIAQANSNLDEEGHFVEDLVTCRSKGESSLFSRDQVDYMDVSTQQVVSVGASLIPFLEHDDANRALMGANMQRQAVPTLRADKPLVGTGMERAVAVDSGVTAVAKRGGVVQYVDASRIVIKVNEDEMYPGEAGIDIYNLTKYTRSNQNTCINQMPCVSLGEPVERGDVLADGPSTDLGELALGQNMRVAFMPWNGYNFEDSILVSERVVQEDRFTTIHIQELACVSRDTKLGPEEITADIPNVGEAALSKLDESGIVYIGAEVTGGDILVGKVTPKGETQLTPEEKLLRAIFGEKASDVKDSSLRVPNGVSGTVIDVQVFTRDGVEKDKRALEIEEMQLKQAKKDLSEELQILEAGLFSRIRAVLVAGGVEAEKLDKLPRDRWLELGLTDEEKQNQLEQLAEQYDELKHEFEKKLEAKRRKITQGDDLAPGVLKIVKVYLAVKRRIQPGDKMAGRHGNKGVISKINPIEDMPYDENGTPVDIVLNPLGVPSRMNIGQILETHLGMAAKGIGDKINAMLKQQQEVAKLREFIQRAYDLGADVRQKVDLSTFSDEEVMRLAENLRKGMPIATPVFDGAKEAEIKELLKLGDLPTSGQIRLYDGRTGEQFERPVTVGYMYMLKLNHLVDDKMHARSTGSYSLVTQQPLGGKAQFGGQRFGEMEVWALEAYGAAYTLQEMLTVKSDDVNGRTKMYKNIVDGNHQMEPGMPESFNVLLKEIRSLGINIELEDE
PKA inh – inhibitors of human protein kinase A; PKA Kemptide phosphorylation, Kinase-Glo ATP luminescence; inhibition, % at 6 µM; 0.1% of 65,000 active; AID 524;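 active = inhibition above the screen-wide mean inhibition plus 3 SD, cut at about 21% in these data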; note: many of its hits are not listed in these tables
CatB inh – inhibitors of human cathepsin B | P07858 | purified cathepsin B, fluorogenic substrate, fluorescence | inhibition, %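 (tested at 10 µM)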 | 0.1% of 63,000 active | AID 453; in the data active = inhibition above about 21%;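 note: 0% = enzyme with no compound and 100% = no enzyme blank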
CatB mix inh – inhibitors of human cathepsin B in compound mixtures; P07858; Purified cathepsin B, AMC dipeptide fluorescence; inhibition, %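 (ten-compound pools at 5 µM per compound and 50 µM total)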; 0.06% of 62,000 active; in the data active = inhibition above about 22%, passing the limit was not always enough;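 note: 0% = enzyme without compound and 100% = no enzyme blank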
Starred values were filed as active, the others as inactive; . = no result given.

SMILES	ROCK2 inh	AP ELISA ortho	CatS inh	RORa activator	JNK3 blocker	E coli RNAP	PKA inh	CatB inh	CatB mix inh
Cc1ccc(S(=O)(=O)N(CC(=O)NCc2ccco2)Cc2ccc(F)cc2)cc1	.	10	3	-6	.	4	8	0	5
OC(CN1CCOCC1)CN(c1ccccc1)c1ccccc1 (stereo not given)	10	0	4	0	-3	6	3	-1	6
Fc1ccc(-c2noc(C3CCN(Cc4cccnc4)CC3)n2)cc1	2	6	-5	4	-2	-2	6	4	2
CC(=O)Oc1ccccc1-c1nc(C)nc(N(C)C(C)=O)n1	7	1	12	7	6	9	13	1	-1
CCCCC(=O)Nc1ccccc1C#N	0	9	6	8	-8	6	0	0	5
CNC(=O)N(C1=NCC(C)S1)c1ccc(F)cc1F (stereo not given)	0	8	2	15	2	-1	-5	-1	0
Cc1c(Cl)cccc1N1C(=O)c2ccccc2C1=O	6	9	-4	-2	1	8	8	1	4
COc1ccccc1N(C(C)=O)C1SC(=O)N(c2ccccc2)C1=O (stereo not given)	2	10	3	21	3	4	3	-2	8
O=C(CN1CCN(c2ccccn2)CC1)Nc1ccc2ccccc2c1	4	12	7	4	2	6	5	4	0
O=C(O)c1nsc(Cl)c1Cl	7	.	.	8	-4	1	5	2	.
O=C1NCCN1C(=O)c1cccc(Cl)c1	1	0	-6	-5	-1	-2	9	0	-1
COc1ccc(C)cc1S(=O)(=O)N1CCN(S(=O)(=O)c2cc(C)ccc2OC)CC1	.	-16	15	.	.	9	.	10	2
CC(=O)Nc1ccc(OC(F)(F)C(F)C(F)(F)F)c(NC(C)=O)c1 (stereo not given)	2	6	10	-4	8	8	1	2	-2
CCCOC(=O)NC(CC)COC(=O)Nc1cccc(C)c1C (stereo not given)	7	8	-6	-20	2	4	8	-5	-1
Cc1nnc(SCC(=O)N2CCN(S(=O)(=O)c3ccccc3)CC2)n1Cc1ccccc1	12	5	-4	-22	-5	1	7	3	-4
Cc1ccccc1NC(=O)Cn1c(C)nc2ccc(NC(=O)C3CC3)cc2c1=O	19*	-24	-2	-13	-3	-1	10	-1	-1
O=C(O)CCn1c(-c2ccccc2)cc2c1CCCC2=O	1	4	-2	27	3	5	5	2	1
COc1cccc(-c2noc(-c3cccs3)n2)c1	-4	11	7	66*	-1	3	-2	4	-1
CCOC(=O)C(O)(NC(=O)c1cccnc1)C(F)(F)F (stereo not given)	3	17	12	-5	-9	-8	4	-3	-3
CNC(=O)c1ccc(-c2sc3nc(N4CCOCC4)c4c(c3c2N)CCCC4)o1	12	3	-14	40	-17	9	7	-7	0
COC(=O)C1=C(NC(=O)c2ccc(C)c(C)c2)CCS1	0	12	-5	26	5	16	5	1	-1
CCCN(CCC)S(=O)(=O)c1ccc(C(=O)N2CCC(=O)c3ccccc32)cc1	-5	8	2	9	4	3	-6	1	-2
COc1ccc(NC(=O)C2CCC(=O)N2)cc1 (stereo not given)	7	19	-1	-6	-5	9	10	3	3
COCCn1c(SCC(=O)N2CCC(C)CC2)nc2ccccc2c1=O	4	7	0	-8	3	1	14	-1	3
Cc1ccc(C(=O)NC=C(Cl)Cl)cc1	10	11	0	-1	-2	4	7	1	-3
Next records follow.
SMILES	ROCK2 inh	AP ELISA ortho	CatS inh	RORa activator	JNK3 blocker	E coli RNAP	PKA inh	CatB inh	CatB mix inh
COc1ccc2nc(C)[nH]c(=O)c2c1	6	6	1	18	3	10	6	2	3
CCc1ccc2c(CN3CCc4ccccc43)cc(=O)oc2c1	.	12	3	8	.	4	4	1	2
Cc1cccc2c1nc(-c1ccccc1)n1cnnc21	3	-13	8	-10	0	-12	4	4	3
Cc1cc2oc(=O)cc(CN3CCN(S(=O)(=O)c4ccc5c(c4)OCCO5)CC3)c2cc1C	6	13	-2	-1	-3	3	9	2	0
O=C(COC(=O)c1ccccc1Nc1ccccc1)NCc1ccco1	6	8	7	19	3	6	13	-1	0
O=c1c2ccccc2sn1-c1ccc(S(=O)(=O)N2CCCC2)cc1	3	4	15	-31	-1	8	3	2	1
CCN1CCN(c2nc3c(c(=O)[nH]c(=O)n3C)n2CCCSc2ncccn2)CC1	5	3	13	-14	-10	10	2	5	-4
COC(=O)c1[nH]c2cccc(C)c2c1NC(=O)CN1CCN(c2ccccc2OC)CC1	1	18	0	-8	-8	.	-2	-2	-5
O=C(CC1Sc2ncnn2C1=O)Nc1ccc(Br)cc1 (stereo not given)	1	-2	22	-3	-3	4	7	3	6
COc1cccc2cc(-c3csc(CCn4nc(C)cc4C)n3)c(=O)oc12	2	-2	23	17	0	1	2	-3	6
COc1ccccc1N1CCN(C(=O)C(Cc2ccccc2)NC(=O)C2CCCCC2)CC1 (stereo not given)	6	-1	7	5	-2	7	13	1	1
CCOc1ccc2nc(NC(=O)c3cnccn3)sc2c1	9	22	-15	86*	1	.	-2	0	2
Cc1ccc(CNC(=O)CS(=O)Cc2nc(-c3ccccc3C)oc2C)cc1 (stereo not given)	-4	13	-5	16	9	5	11	0	1
Cn1nc(-c2ccc(Cl)cc2)c2cc(C(=O)NCc3ccco3)sc21	5	30	-3	15	10	-2	6	3	3
COCCn1c(-c2ccc(OC)c(OC)c2)nc2ccccc21	4	0	4	-10	5	5	6	5	4
CC(C)(C)C1=C(C#N)C(c2cc3c(cc2Br)OCO3)C(C#N)=C(N)O1 (stereo not given)	3	4	4	-18	5	8	2	3	20
COCCNC(=O)COc1cccc(Oc2ccccc2)c1	5	.	.	-2	-4	.	10	.	.
O=c1c(N2CCOCC2)nsn1Cc1ccccc1	6	15	4	-6	-4	3	15	2	-1
COc1ccc(C(=O)OCC(=O)c2ccc(C)c(S(=O)(=O)N3CCOCC3)c2)cc1OC	4	1	14	-17	8	6	6	7	2
O=C(Nc1ccc2c(c1)CCC2)C1CCN(c2ncccn2)CC1	4	14	-6	10	-3	2	11	1	3
CC(C)OCCCNC(=O)C1CC(=O)N(C2CCCCCCC2)C1 (stereo not given)	2	16	-4	-7	3	0	1	1	3
Cc1nc2ccccc2c2oc(C(=O)NCCCN3CCC(C)CC3)cc12	0	-1	6	-21	-4	6	5	8	0
COC(=O)C1C(=O)NC(SC)=C(C#N)C1c1ccccc1F (stereo not given)	5	8	1	-8	-10	8	4	2	1
CC(C)CC(c1nnnn1C1CCCCC1)N1CCN(c2ncccn2)CC1 (stereo not given)	-3	16	0	-9	-8	3	3	0	6
COc1ccc(-c2nnn(CC(=O)N(CC(=O)NCCC(C)C)Cc3cccs3)n2)cc1OC	-7	5	12	4	-5	5	2	9	8
Additional entries.
SMILES	ROCK2 inh	AP ELISA ortho	CatS inh	RORa activator	JNK3 blocker	E coli RNAP	PKA inh	CatB inh	CatB mix inh
CC(C)c1nc(SCC(=O)N2CCN(c3ccccc3)CC2)c2c(=O)n(C)c(=O)n(C)c2n1	3	19	1	0	4	0	0	2	2
Cc1ccc(C(=O)CC(C(=O)O)c2cn(CCC#N)c3ccccc23)cc1 (stereo not given)	-4	-3	6	-22	2	3	3	8	3
CC1CCN(C(c2cc3cc4c(cc3[nH]c2=O)OCO4)c2nnnn2CC2CCCO2)CC1 (stereo not given)	-4	7	21	-2	1	-2	-8	0	-1
O=C(CCCCCn1c(=O)[nH]c2ccsc2c1=O)N1CCCCC1	.	6	-5	7	.	3	8	-2	5
O=C(c1ccco1)N1CCN(C(=O)c2cc3c(=O)oc4ccccc4c3s2)CC1	-2	7	2	-10	3	0	0	3	2
Cn1c(=O)cc(SCC(=O)NCc2cccnc2)c2ccccc21	0	13	-14	-2	-3	3	3	1	4
Cc1ccc2c(c1)NC(=O)C(CC(=O)NCCCN1CCCCC1)O2 (stereo not given)	4	13	4	-7	7	2	-3	-7	2
COCCn1c(SCC(N)=O)nnc1-c1c[nH]c2ccccc12	3	-6	14	14	-4	6	4	4	4
O=S1(=O)CC(N2CCOCC2)c2ccccc21 (stereo not given)	5	1	-11	10	7	9	8	1	3
COC(=O)C(C)n1cnc2c(nnn2-c2ccc(OC)cc2)c1=O (stereo not given)	2	4	12	-3	-2	4	3	-1	3
Cc1ccc(NC(=O)N2CCCC2C(=O)NCCc2ccccc2)cc1 (stereo not given)	0	-2	-3	-26	-4	-1	-3	-4	-1
C=CCn1c(-c2c[nH]c3ccccc23)n[nH]c1=S	7	-1	-5	-9	8	3	14	-1	3
OC1(c2cccc(C(F)(F)F)c2)CCN(c2ncnc3c2[nH]c2ccccc23)CC1	6	.	.	-24	-7	7	7	2	.
O=C(O)CCC(=O)N1CCc2cc(S(=O)(=O)N3CCN(c4ccc(F)cc4)CC3)ccc21	-4	10	-4	-8	-4	2	4	2	-2
COc1cccc(C2=NOC(C(=O)N3CCN(c4ccccc4)CC3)C2)c1OC (stereo not given)	-10	-3	9	0	4	3	6	2	-1
Cc1ccc(CNc2ccc(N3CCOCC3)cc2)s1	7	4	2	11	-2	.	10	.	-3
CC(C)c1nc(SCC(=O)N2CCCC2)c2ccccc2n1	1	-5	7	-14	4	6	2	2	5
CCSc1nnc(NC(=O)c2cccs2)s1	-3	12	0	50*	1	6	9	2	6
CS(=O)(=O)N(CC(=O)N1CCCCC1)c1sc2c(c1C#N)CCCC2	-2	-5	7	-5	-1	-4	7	-2	-4
CCCCNC(=O)CC1Nc2ccccc2NC1=O (stereo not given)	2	24	7	22	0	-1	-2	-2	-1
COc1ccc(NC(=O)c2ccc(=O)oc2)cc1	-2	13	7	8	0	5	-1	2	6
N#Cc1nc(Cc2cccc3ccccc23)oc1NCCN1CCCCC1	-4	-8	13	-2	-3	-5	4	2	1
CN(C)c1nc(OCCNC(=O)Nc2ccccc2)nc(N(C)C)n1	-4	.	.	-10	1	-5	-6	1	.
Cc1cc(C)cc(NC(=O)C2CCCN(c3nc(C)cc(C)n3)C2)c1 (stereo not given)	3	-1	13	-9	-5	6	8	2	-4
Cc1cc(C)cc(Nc2ccc(C(=O)O)cc2N)c1	0	.	.	-71	-16	.	-6	.	.
(next part)
SMILES	ROCK2 inh	AP ELISA ortho	CatS inh	RORa activator	JNK3 blocker	E coli RNAP	PKA inh	CatB inh	CatB mix inh
Cc1ccc(CN2C(=O)CCC2C(=O)NCCCN2CCCCC2C)cc1 (stereo not given)	8	4	-1	14	3	3	12	5	-2
CSc1nnc(Cn2c(=O)sc3ccccc32)n1-c1ccccc1	7	11	-5	-19	-5	-1	11	1	2
COc1ccc(CCNC(=O)CC2Nc3cc(C)c(C)cc3NC2=O)cc1OC (stereo not given)	2	-5	-9	-4	-5	3	4	2	-12
CCN(CC(=O)Nc1ccccc1C(=O)OC)S(=O)(=O)c1ccccc1	8	12	-7	2	-1	-1	3	-3	3
COc1cccc(C2CC(c3ccc(C(C)C)cc3)n3nc(N)nc3N2)c1 (stereo not given)	-1	19	-4	-32	7	1	2	-2	2
CCc1ccc2oc(=O)cc(CN3CCCCC3C)c2c1 (stereo not given)	2	7	-1	-6	1	11	5	5	3
COc1ccc(O)c(CN2CCN(C/C=C/c3ccccc3)CC2)c1	8	-2	-3	1	6	0	8	5	0
CCn1cc(C(=O)N2CCn3c(nc4ccccc43)C2)c(=O)c2ccc(C)nc21	8	3	2	-6	4	-2	8	-1	2

Single records, as listed above.
Results for CSc1nnc(Cn2c(=O)sc3ccccc32)n1-c1ccccc1 : ROCK2 inh = 7; AP ELISA ortho = 11; CatS inh = -5; RORa activator = -19; JNK3 blocker = -5; E coli RNAP = -1; PKA inh = 11; CatB inh = 1; CatB mix inh = 2
Results for CCN(CC(=O)Nc1ccccc1C(=O)OC)S(=O)(=O)c1ccccc1 : ROCK2 inh = 8; AP ELISA ortho = 12; CatS inh = -7; RORa activator = 2; JNK3 blocker = -1; E coli RNAP = -1; PKA inh = 3; CatB inh = -3; CatB mix inh = 3

Screens (PubChem BioAssay)

This is a subset; rates above refer to the full screens.
